Bioassay records from PubChem.
BAP1 inh = inhibitors of human BAP1 deubiquitinase; Q92560; recombinant BAP1, Ub-AMC hydrolysis fluorescence kinetic; hits give low values; activity remaining (% of control), % at 20 µM; 0.48% of 72,000 active; AID 436;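 active means activity remaining at or below 50% of control, provided the compound also passes the data quality filters; inactive means the rest, including low values that fail the filters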;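 further: 100% = DMSO wells rate and 0% = substrate alone blank rate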
Target sequence (Q92560 whole entry, looked up): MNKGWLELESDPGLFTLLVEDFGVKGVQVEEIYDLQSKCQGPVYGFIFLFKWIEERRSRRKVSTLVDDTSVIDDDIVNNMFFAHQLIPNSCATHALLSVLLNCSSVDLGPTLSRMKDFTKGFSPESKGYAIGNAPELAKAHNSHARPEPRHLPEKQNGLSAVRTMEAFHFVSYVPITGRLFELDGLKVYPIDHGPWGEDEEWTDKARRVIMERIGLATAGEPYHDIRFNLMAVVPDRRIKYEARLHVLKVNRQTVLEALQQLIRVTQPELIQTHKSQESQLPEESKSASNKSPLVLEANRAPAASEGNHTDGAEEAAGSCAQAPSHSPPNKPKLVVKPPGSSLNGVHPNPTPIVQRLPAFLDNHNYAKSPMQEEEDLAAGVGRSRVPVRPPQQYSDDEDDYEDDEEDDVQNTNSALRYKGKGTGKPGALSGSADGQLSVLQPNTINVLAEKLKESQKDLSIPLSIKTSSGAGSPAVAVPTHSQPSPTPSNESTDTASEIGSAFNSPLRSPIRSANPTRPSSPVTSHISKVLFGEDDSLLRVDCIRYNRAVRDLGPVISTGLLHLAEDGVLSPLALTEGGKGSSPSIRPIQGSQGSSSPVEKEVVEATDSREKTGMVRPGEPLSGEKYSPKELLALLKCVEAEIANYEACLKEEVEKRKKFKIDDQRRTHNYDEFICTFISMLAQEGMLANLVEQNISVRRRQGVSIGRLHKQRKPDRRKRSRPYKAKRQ
HePTP inh = inhibitors of human HePTP phosphatase. AID 521. 0.64% of 110,000 active. recombinant HePTP phosphatase activity, OD absorbance. P35236. inhibition, % at 20 µM; in the data active means inhibition above about 50%;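 further: plate controls were vehicle for no effect and reference inhibitor for full effect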
Target sequence (P35236 whole entry, looked up): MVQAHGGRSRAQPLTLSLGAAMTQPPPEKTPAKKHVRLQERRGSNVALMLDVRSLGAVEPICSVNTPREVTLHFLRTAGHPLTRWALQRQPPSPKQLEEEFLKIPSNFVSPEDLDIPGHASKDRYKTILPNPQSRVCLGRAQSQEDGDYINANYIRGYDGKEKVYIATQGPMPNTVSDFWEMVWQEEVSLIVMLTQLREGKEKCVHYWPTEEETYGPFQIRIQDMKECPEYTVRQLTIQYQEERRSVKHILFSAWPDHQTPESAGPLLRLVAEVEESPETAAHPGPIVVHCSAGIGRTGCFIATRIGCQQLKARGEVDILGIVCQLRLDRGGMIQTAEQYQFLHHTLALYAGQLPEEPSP
* marks the source's active call; other numbers are inactive results; x = no result given; & = joins results of further samples. Compounds were not picked by outcome. About 0.79% of those tested had a hit in this group.

| no. | BAP1 inh | HePTP inh | SMILES |
| --- | --- | --- | --- |
| 1 | x | -3.4 | COc1ccc(S(=O)(=O)N2CCN(C(=O)COc3ccccc3)CC2)cc1 |
| 2 | x | -5.4 | O=C(CC1S/C(=N\N=C2/CCCc3ccccc32)NC1=O)Nc1ccccc1F (stereo unspecified) |
| 3 | x | -2.0 | Brc1ccc(-c2nc(-c3ccccn3)no2)cc1 |
| 4 | 69.5 | 8.0 | CC1CCN(C(=O)c2ccc3c(c2)OCCO3)CC1 |
| 5 | 140.7 | 5.5 | C=C1c2ccccc2NC(=O)N1c1cccc(Cl)c1 |
| 6 | 100.5 | 7.4 | COc1cc(C(=O)NCCc2ccc3c(c2)OCCO3)ccc1OCC(=O)N1CCOCC1 |
| 7 | 97.5 | -1.4&4.7 | O=C(COc1ccccc1)Nc1ccc(S(=O)(=O)N2CCOCC2)cc1 |
| 8 | 91.0 | 1.9 | O=C(Cc1ccc(F)cc1)N(c1ccccc1)C1C=CS(=O)(=O)C1 (stereo unspecified) |
| 9 | 73.5 | -3.1 | CN1CC(=O)N(C)c2ncn(Cc3ccccc3)c2C1=O |
| 10 | 98.4 | 8.2 | Cn1cc(S(=O)(=O)Cc2ccc(F)cc2)c2ccccc21 |

Next section
| no. | BAP1 inh | HePTP inh | SMILES |
| --- | --- | --- | --- |
| 11 | x | -14.4 | O=C(NC(=S)Nc1ccc([N+](=O)[O-])cc1O)c1ccccc1 |
| 12 | x | -3.4 | O=C(Nc1ccc2ccccc2c1)c1cccc(Cl)c1Cl |
| 13 | x | 5.3 | CCC(C)n1c(-c2cccs2)nc2nc3ccccc3nc21 (stereo unspecified) |
| 14 | 56.8 | 15.5 | O=C1CC(c2ccco2)Cc2nc(N3CCN(Cc4ccc5c(c4)OCO5)CC3)ncc21 (stereo unspecified) |
| 15 | 62.1 | -0.1 | O=C(Cn1ncc2c1-c1ccccc1OC2)Nc1ccc(S(=O)(=O)N2CCCCC2)cc1 |
| 16 | 95.2 | -4.0 | O=C(Cn1cnc2c(cnn2-c2ccc(F)cc2)c1=O)NCCc1ccccc1 |
| 17 | 83.6 | 5.3 | CCS(=O)(=O)C(=C1NCCO1)S(=O)(=O)CC |
| 18 | x | 5.7 | Cc1cc(OCC(=O)O/N=C(\N)c2ccc(Cl)cc2)ccc1Br |
| 19 | 139.5 | 6.5 | CC(C(=O)NC(=O)NCc1ccccc1)N1C(=O)c2ccccc2C1=O (stereo unspecified) |
| 20 | x | 9.0 | CC1(C)C/C(=N\N)c2cc(=O)[nH]nc2C1 |

Remaining list, next part.
| no. | BAP1 inh | HePTP inh | SMILES |
| --- | --- | --- | --- |
| 21 | 101.3 | -5.3 | COc1ccc(S(=O)(=O)N2CCN(C)CC2)cc1C |
| 22 | 98.3 | 15.2&-0.1 | CCN1C(=O)c2cccc3c(NC(=O)c4ccc(S(=O)(=O)N(C)C)cc4)ccc1c23 |
| 23 | 79.6 | 3.3 | Cc1nc2ccccn2c1/C(O)=C1\C(=O)C(=O)N(CCN(C)C)C1c1cccnc1 (stereo unspecified) |
| 24 | x | 6.0 | O=C1C(=O)N(CCCn2ccnc2)C(c2ccc(Cl)cc2)/C1=C(\O)c1ccc(Cl)cc1 (stereo unspecified) |
| 25 | x | -2.8 | O=C(Nc1ccc(Cl)cn1)c1ccc(-c2ccc([N+](=O)[O-])cc2)o1 |
| 26 | 108.7 | 4.1 | CCOC(=O)/C(N=O)=C(\O)C1CCN(C(=O)OCC)CC1 |
| 27 | x | 9.6 | CCC1CCc2c(sc(NC(=O)C3CCCC3)c2C(N)=O)C1 (stereo unspecified) |
| 28 | x | -15.1 | COCCOC(=O)c1ccc(NC(=O)COc2ccc3c(C)cc(=O)oc3c2)cc1 |
| 29 | 93.9 | 5.5 | CCOC(=O)c1[nH]c(C)c(C(=O)NCc2ccc(Cl)cc2)c1C |
| 30 | x | -3.3 | CC(=O)N(c1ccc(C)cc1)c1nc(-c2ccccc2)c(-c2ccccc2)s1 |

Continued:
| no. | BAP1 inh | HePTP inh | SMILES |
| --- | --- | --- | --- |
| 31 | x | 4.0 | COC(=O)Nc1ccc(S(=O)(=O)N2C(C)CCCC2C)cc1 (stereo unspecified) |
| 32 | x | -12.6 | CCOc1cccc(C2CC(=O)Nc3c2cc(Br)c2ccccc32)c1 (stereo unspecified) |
| 33 | x | 10.5 | CC1CCN(c2nc(-c3ccccc3)nc3ccccc23)CC1 |
| 34 | 90.6 | 10.0 | CC1=C(C(=O)Nc2ccc(Cl)cc2)C(c2ccco2)NC(=O)N1 (stereo unspecified) |
| 35 | x | -6.4 | CCOC(=O)c1c(NC(C)=O)sc2c1CC(C)(C)OC2 |
| 36 | 107.0 | 9.1 | Cc1cccc(-c2nc(CN3CCCC(C(=O)NC4CCC(C)CC4)C3)c(C)o2)c1 (stereo unspecified) |
| 37 | 130.2&95.9 | 4.0 | CNC(=O)Oc1ccc2c(c1)[C@]1(C)CCN(C)[C@@H]1N2C |
| 38 | 89.0 | 3.9 | O=C(Cn1c(CN2CCCCC2)nc2ccccc2c1=O)Nc1ccccc1 |
| 39 | 116.2 | 6.8 | O=C(NC1(C(F)(F)F)NC(=O)N(Cc2cccnc2)C1=O)c1ccncc1 (stereo unspecified) |
| 40 | x | -1.1 | CCOc1ccc2[nH]cc(C(=O)N3CCN(CC)CC3)c(=O)c2c1 |

Remaining list, next part.
| no. | BAP1 inh | HePTP inh | SMILES |
| --- | --- | --- | --- |
| 41 | 76.2 | 6.8 | COc1ccccc1NC(=O)c1ccc(NS(C)(=O)=O)cc1 |
| 42 | 81.8 | 3.6 | CCNC(=O)C1CC(=O)N(c2ccc(OCC)cc2)C1 (stereo unspecified) |
| 43 | x | -9.5 | O=[N+]([O-])c1cccc(-c2noc(CCc3ccccc3)n2)c1 |
| 44 | x | 4.7 | Cc1cnc(NC(=O)C2CC3CCC2C3)s1 (stereo unspecified) |
| 45 | 109.2 | 11.1 | CCS(=O)(=O)c1nc2ccccc2n1CC(=O)N1CCOCC1 |
| 46 | 105.6 | 4.0&2.7 | COc1ccc(Cl)cc1NC(=O)C1CCCO1 (stereo unspecified) |
| 47 | 70.9 | -5.3 | COc1ccc(N2CCN(CCCNS(=O)(=O)c3c(C)noc3/C=C/N(C)C)CC2)cc1 |
| 48 | x | -8.3 | COc1ccccc1N1CCN(C(=O)C(c2ccccc2)c2ccccc2)CC1 |
| 49 | x | -10.5 | O=C(NC(=S)Nc1ccccc1O)c1cccnc1 |
| 50 | 98.5 | 0.5 | Cc1ccc(-n2c3c(cc(C(=O)O)c2=O)C(=O)CC(C)(C)C3)cc1 |

(cont.)
| no. | BAP1 inh | HePTP inh | SMILES |
| --- | --- | --- | --- |
| 51 | 137.6 | -7.8&3.1 | Nc1nc(-c2ccccc2)cc(N2CCCCC2)n1 |
| 52 | x | 12.2 | O=C1/C(=C/c2ccc(Cl)c(Cl)c2)SC(=S)N1Cc1ccco1 |
| 53 | 140.5 | 3.6 | CCSc1nc(O)c(C2OC(=O)c3c2ccc(OC)c3OC)c(=O)n1-c1ccccc1 (stereo unspecified) |
| 54 | 115.0 | 2.4 | CC(C)(C)c1ccc(C(=O)N2CCC(C(=O)NCC3CCCO3)CC2)cc1 (stereo unspecified) |
| 55 | 99.5 | -1.6 | Cc1ccc2c(C)nc(NC3=NCN(Cc4ccccc4)CN3)nc2c1 |
| 56 | x | -0.5 | CCn1cc(/C=C2\C(=O)NC(=O)N(c3ccc(Cl)cc3)C2=O)c2ccccc21 |
| 57 | 83.7 | x | Cc1nc2ccc(Cc3ccc4nc(C)n(-c5ccc(O)cc5)c(=O)c4c3)cc2c(=O)n1-c1ccc(O)cc1 |
| 58 | 106.5 | 2.0 | Cn1nnnc1SCC(=O)N(C1CCCCC1)C1CCCCC1 |
| 59 | x | 2.5 | Cc1cc(CN2CCOCC2)oc1C(=O)O |
| 60 | 102.4 | 7.8 | O=C1c2ccccc2C(=O)N1Cc1nc2ccccc2o1 |

Nos. 56 to 60, reprinted for reference:
| no. | BAP1 inh | HePTP inh | SMILES |
| --- | --- | --- | --- |
| 56 | x | -0.5 | CCn1cc(/C=C2\C(=O)NC(=O)N(c3ccc(Cl)cc3)C2=O)c2ccccc21 |
| 57 | 83.7 | x | Cc1nc2ccc(Cc3ccc4nc(C)n(-c5ccc(O)cc5)c(=O)c4c3)cc2c(=O)n1-c1ccc(O)cc1 |
| 58 | 106.5 | 2.0 | Cn1nnnc1SCC(=O)N(C1CCCCC1)C1CCCCC1 |
| 59 | x | 2.5 | Cc1cc(CN2CCOCC2)oc1C(=O)O |
| 60 | 102.4 | 7.8 | O=C1c2ccccc2C(=O)N1Cc1nc2ccccc2o1 |

Next results:
| no. | BAP1 inh | HePTP inh | SMILES |
| --- | --- | --- | --- |
| 61 | 91.8 | x | COc1ccc2cc(C(N)=O)c(=Nc3cccc(C(F)(F)F)c3)oc2c1 |
| 62 | x | -4.9 | O=C(Nc1ccc(Cl)c(Cl)c1)c1ccc(I)cc1 |
| 63 | 86.1 | 9.2 | CS(=O)(=O)c1ccc2nc(N)sc2c1 |
| 64 | x | 10.3 | COC(=O)C1=C(C)NC2=C(C(=O)c3ccccc32)C1c1ccc(-c2ccccc2C(=O)O)o1 (stereo unspecified) |
| 65 | 97.1 | 4.3&7.1 | COc1ccccc1-n1c(SCC(=O)Nc2ccccc2C)nc(O)cc1=O |
| 66 | 67.3 | 17.3 | CCOc1ccc(Nc2nc(Cc3nnc(SCC(=O)O)o3)cs2)cc1 |
| 67 | 144.1 | x | O=C(O)c1cccc(N2C(=O)c3ccc(C(=O)O)cc3C2=O)c1 |
| 68 | x | 9.9 | O=C(/C=C/c1ccc(/C=C/C(=O)c2cccc(N3C(=O)C=CC3=O)c2)cc1)c1cccc(N2C(=O)C=CC2=O)c1 |
| 69 | 80.5 | -0.4 | NC(=O)c1nc(N2CCOCC2)nc(N2CCOCC2)n1 |
| 70 | x | 1.3 | CCCN(CCC)C(=O)C(CC)c1ccccc1 (stereo unspecified) |

(next part)
| no. | BAP1 inh | HePTP inh | SMILES |
| --- | --- | --- | --- |
| 71 | x | 0.5 | O=C(/C=C\Nc1ccccc1O)c1ccc2c(c1)OCO2 |
| 72 | x | 10.4 | CC(C)(C)C(=O)NC(NC(=S)Nc1ccccc1)C(Cl)(Cl)Cl (stereo unspecified) |
| 73 | 62.6 | 12.7 | O=C(Nc1ccc2ccccc2c1)c1cnccn1 |
| 74 | x | 0.6 | COc1ccccc1CNC(=O)CN(c1ccc(Oc2ccccc2)cc1)S(C)(=O)=O |
| 75 | 228.2 | 4.9 | COc1ccc2cc3cc(C(=O)NCCCN4CCOCC4)oc3nc2c1 |
| 76 | 107.7 | 5.8 | O=C(c1ccco1)N(CCCN1CCOCC1)c1nc(-c2ccc(F)cc2)cs1 |
| 77 | 105.9 | 5.3 | COc1ccc(-c2cc(C(=O)NC(C)C)no2)cc1 |
| 78 | x | -6.3 | C=C(C)CC1(O)CC(c2ccccc2)NC(c2ccccc2)C1CC (stereo unspecified) |
| 79 | 65.7 | -2.9 | COC(=O)C(NC(=O)c1ccccc1)=C1C=C(C)OC(C)=C1 |
| 80 | 161.1 | 3.5 | COc1ccccc1-n1cnc(N)c1C(=O)c1ccccc1 |

(further entries)
| no. | BAP1 inh | HePTP inh | SMILES |
| --- | --- | --- | --- |
| 81 | 54.1 | x | O=[N+]([O-])c1ccc(N2CCOCC2)cc1SCCO |
| 82 | 142.0 | 11.2 | CCOC(=O)c1cc(C#N)c(NCc2ccccc2)nc1C |
| 83 | x | 6.5 | C/C(=C\c1ccccc1)c1nc(-c2ccccc2O)n(-c2ccccc2)n1 |
| 84 | 80.7 | -5.6 | CC(CCc1ccccc1)NCc1ccncc1 (stereo unspecified) |
| 85 | 106.1 | 10.7 | COc1ccc2c(=O)c(N3C(=O)c4ccccc4C3=O)c(C)oc2c1 |
| 86 | 82.8&66.5 | 1.0 | CSc1nnc2c(n1)OC(C1CC=C(C)CC1)Nc1ccccc1-2 (stereo unspecified) |
| 87 | x | 3.5 | CN(C)c1ccc(/C=C2\SC(=Nc3ccc(O)cc3)NC2=O)cc1 |
| 88 | x | 4.3 | CCOC(=O)c1ccc(NCc2cc(Br)ccc2O)cc1 |
| 89 | 99.0 | x | O=[N+]([O-])c1cccc(C=Nc2ccc3oc(-c4cccc5ccccc45)nc3c2)c1 |
| 90 | 90.6 | -0.3 | C=CCOc1ccc(C2N3CC4(CC)CN2CC(CC)(C3)C4=O)cc1 (stereo unspecified) |

Single records (already shown). Order of values: BAP1 inh, HePTP inh
Shown for COCCOC(=O)c1ccc(NC(=O)COc2ccc3c(C)cc(=O)oc3c2)cc1 → x, -15.1
Shown for O=C(Cn1ncc2c1-c1ccccc1OC2)Nc1ccc(S(=O)(=O)N2CCCCC2)cc1 → 62.1, -0.1
Shown for CCC1CCc2c(sc(NC(=O)C3CCCC3)c2C(N)=O)C1 (stereo unspecified) → x, 9.6
Shown for O=C(NC(=S)Nc1ccccc1O)c1cccnc1 → x, -10.5
Shown for C=C(C)CC1(O)CC(c2ccccc2)NC(c2ccccc2)C1CC (stereo unspecified) → x, -6.3

Next part
| no. | BAP1 inh | HePTP inh | SMILES |
| --- | --- | --- | --- |
| 91 | x | -17.6 | COC(C)(C)c1cc(-c2ccccc2)nc(N)n1 |
| 92 | 90.2 | 3.8 | CCOc1ccc(-c2cn(CCC#N)cn2)cc1 |
| 93 | 90.5 | 5.1 | CCCN(CCC)Cc1c(C(=O)OCC)nnn1-c1nonc1N |
| 94 | x | -11.0 | O=C(NCCCN1CCOCC1)/C(=C/c1ccc(-c2ccc(Br)cc2)o1)NC(=O)c1ccccc1 |
| 95 | x | 13.6 | O=C1/C(=C\N2CCOCC2)c2ccccc2C(=O)N1c1ccccc1 |
| 96 | 89.8 | 5.9 | O=C(NCCc1ccc2c(c1)OCO2)C1CCN(S(=O)(=O)c2ccc(Cl)cc2)CC1 |
| 97 | 144.3 | 5.2 | COC(=O)c1c(C(=O)OC)c(C)n(Cc2cccnc2)c1C |
